Screens as filed in PubChem.
Yeast superoxide = reduction of superoxide in aged yeast, primary screen, HTS. S. cerevisiae aged cells, superoxide DHE fluorescence; active compounds read low. superoxide response (% of plate mean), % at 10 µM. actives 0.18% (n = 330,000). AID 2690, 2010;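 active = superoxide response under a set limit, about three screen SD below normal, cut at about 65% in these data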;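 also: yeast aged for seven days with compound at 30 °C before DHE staining; 100% = average MFI of all compound-treated wells on the plate with controls excluded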
Fam108B counter = mouse Fam108B serine hydrolase inhibitors, primary screen, counter-screen for RBBP9 inhibitor project, biochemical, fluorescence polarization. recombinant Fam108B, FP-Rh probe fluorescence polarization. inhibition, % at 9.51 µM. actives 0.33% (n = 300,000);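 active = inhibition above the screen mean inhibition plus 3 SD, computed separately per campaign, cut at about 18% in these data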;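 also: inhibitors lower polarization as less probe binds the enzyme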
Efflux pump mplx = inhibitors of Candida efflux pumps in yeast, primary screen, S. cerevisiae, Nile Red, multiplex | AID 485275, 2010 | actives 0.44% (n = 330,000) | S. cerevisiae Candida pump triplex | inhibition, % at 10 µM;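 active = plate passing quality check with inhibition over a set limit, or well fluorescence over plate mean plus 4 SD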;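 also: Nile Red retained in pooled yeast measured as flow cytometry median fluorescence; 0% = buffer negative control and 100% = Enniatin B positive control; higher means more Nile Red kept so more efflux inhibition; some compounds called inactive have numbers as strong as hits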
MCL1 BIM primary = inhibitors of MCL1 binding to BIM-BH3, primary screen, biochemical, fluorescence polarization; Induced myeloid leukemia cell differentiation protein Mcl-1 (Homo sapiens), Q07820; GST-MCL1 / FITC-Bim-BH3 fluorescence polarization; inhibition, % at 10.9 µM; actives 0.68% (n = 320,000); AID 2057, 2009;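 active = inhibition above the mean inhibition of all tested compounds plus 3 SD, set per campaign, cut at about 40% in these data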;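 also: 0% = DMSO wells and 100% = unlabeled Bim-BH3 peptide control; higher means more loss of mP so more displacement of Bim peptide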
Target sequence (Q07820 whole entry, looked up): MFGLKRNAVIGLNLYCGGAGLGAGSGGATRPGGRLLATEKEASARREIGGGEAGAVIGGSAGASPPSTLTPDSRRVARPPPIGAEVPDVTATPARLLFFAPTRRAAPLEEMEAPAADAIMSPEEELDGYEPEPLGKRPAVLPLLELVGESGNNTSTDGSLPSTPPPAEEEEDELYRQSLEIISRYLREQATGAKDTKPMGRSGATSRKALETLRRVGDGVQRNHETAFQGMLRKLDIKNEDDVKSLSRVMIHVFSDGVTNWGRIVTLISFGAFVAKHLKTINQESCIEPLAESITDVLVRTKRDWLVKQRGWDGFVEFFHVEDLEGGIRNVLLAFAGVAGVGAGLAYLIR
MEX-5 binding = MEX-5 zinc finger RNA-binding disruptors – biochemical, C. elegans, fluorescence polarization, MLPCN library, primary screen; Zinc finger protein mex-5 (Caenorhabditis elegans), Q9XUB2; MEX-5/FITC-TCR2 RNA binding; active compounds read low; activity score (negative = inhibition of binding), % at 10 µM; actives 0.38% (n = 300,000); AID 1832, 2009;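 active = inhibition past about -25% in most replicates, and total fluorescence under double the plate's negative control median, limit read from the data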;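 also: 0% = DMSO and -100% = 5 µM competing unlabeled TCR2 RNA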
Bcl-xL primary = inhibitors of human Bcl-xL, primary screen, biochemical, fluorescence polarization, HTS | Bcl-2-like protein 1 (Homo sapiens), Q07817 | GST-Bcl-xL / FITC-Bim BH3 peptide fluorescence polarization | inhibition, % at 10.9 µM | actives 0.7% (n = 320,000) | AID 2129, 2009;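 active = inhibition above the mean of all tested compounds plus 3 SD, cutoff set per campaign, cut at about 30% in these data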;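 also: 0% = DMSO wells and 100% = unlabeled Bim-BH3 peptide competitor; inhibitors lower millipolarization by displacing the labeled peptide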
Target sequence (Q07817 whole entry, looked up): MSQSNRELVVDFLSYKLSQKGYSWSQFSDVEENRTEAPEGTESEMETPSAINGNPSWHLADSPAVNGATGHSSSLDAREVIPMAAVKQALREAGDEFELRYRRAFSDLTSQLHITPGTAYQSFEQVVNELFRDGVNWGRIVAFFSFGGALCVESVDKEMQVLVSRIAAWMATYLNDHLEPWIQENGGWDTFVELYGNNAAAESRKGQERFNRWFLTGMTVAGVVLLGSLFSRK
ZTA DNA inh = blocks Epstein-Barr virus ZTA, an EBNA-1 counter-screen; inhibition, % at 11 µM; ZTA-DNA binding, fluorescence polarization; actives 0.15% (n = 320,000); P03206; in the data active = inhibition above about 33%
EBNA-1 inhibitor = EBNA-1 DNA-binding inhibitors, primary screen, biochemical, fluorescence polarization. inhibition, % at 14.8 µM. actives 0.34% (n = 300,000); in the data active = inhibition above about 28%
GLD-1 TGE inh = GLD-1/TGE RNA complex disruptors, primary screen, biochemical, fluorescence polarization; actives 0.44% (n = 320,000); purified GLD-1 + fluorescein TGE RNA; Female germline-specific tumor suppressor gld-1 (Caenorhabditis elegans), Q17339; inhibition, % at 5.96 µM;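 active = percent inhibition above a per-plate cutoff, the plate mean of test compounds plus 3 SD, cut at about 30% in these data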;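 also: 0% = DMSO wells with GLD-1 and probe and 100% = wells lacking GLD-1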
Target sequence (Q17339 whole entry, looked up): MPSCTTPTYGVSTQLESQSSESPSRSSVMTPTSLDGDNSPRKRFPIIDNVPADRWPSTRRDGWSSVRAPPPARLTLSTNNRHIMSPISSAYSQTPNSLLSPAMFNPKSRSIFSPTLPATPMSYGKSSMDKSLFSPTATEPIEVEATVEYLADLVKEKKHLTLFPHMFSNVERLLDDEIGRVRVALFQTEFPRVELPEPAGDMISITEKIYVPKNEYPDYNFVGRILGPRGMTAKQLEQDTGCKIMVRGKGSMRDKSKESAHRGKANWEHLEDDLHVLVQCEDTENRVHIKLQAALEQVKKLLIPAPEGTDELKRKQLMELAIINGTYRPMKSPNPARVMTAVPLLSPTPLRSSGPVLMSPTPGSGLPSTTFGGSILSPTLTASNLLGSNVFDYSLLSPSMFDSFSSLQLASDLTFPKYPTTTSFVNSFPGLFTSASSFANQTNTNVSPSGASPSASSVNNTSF
* marks the source's active call; other numbers are inactive results; x = no result given.

Screens in order – Yeast superoxide	Fam108B counter	Efflux pump mplx	MCL1 BIM primary	MEX-5 binding	Bcl-xL primary	ZTA DNA inh	EBNA-1 inhibitor	GLD-1 TGE inh
> CCOc1ccccc1NC(=O)/C(C#N)=C/c1c(C)nn(-c2ccc(F)cc2)c1Cl
    90	4	0.1	11	2.2	9	4	22	5
> O=C(COC(=O)c1cc(Br)ccc1Cl)NC1CCCC1
    108	-2	0.1	7	-0.7	4	-1	-9	-7
> CCN(c1ccccc1)S(=O)(=O)c1cc(C(=O)O)ccc1C
    108	-1	-0.1	14	-0.9	7	5	-3	-2
> CCOc1cc(C2Nc3ccccc3NC3=C2C(=O)CC(C)(C)C3)ccc1O (configuration not stated)
    94	-3	0.1	12	3.3	13	-11	8	13
> CCOC(=O)C1CCCN(C(=S)Nc2cccc(Cl)c2)C1 (configuration not stated)
    96	-3	0.1	10	-0.1	3	8	-6	1
> O=C(CCC(=O)N1CCOc2ccccc21)Nc1ccccc1Br
    119	-1	0.1	-1	-0.2	6	-3	-1	-8
> O=C(CSc1ccc(S(=O)(=O)N2CCOCC2)cn1)Nc1ccc(OC(F)F)cc1
    122	x	-0.2	-1	x	7	-7	x	8
> COc1ccc(S(=O)(=O)N2CCNC(=O)C2)cc1Br
    97	-3	0.0	3	1.2	1	3	-2	2
> COc1cccc(N2CC(C(=O)Nc3nnc(SCC(=O)N4CCOCC4)s3)CC2=O)c1 (configuration not stated)
    107	3	0.2	11	0.6	2	-5	-6	4
> CCOC(=O)c1[nH]c2ccccc2c1NC(=O)C(C)(C)C
    96	4	0.1	3	1.8	3	0	-7	2
> CC(C)N(C(=O)Cn1cc(SCC(N)=O)c2ccccc21)C(C)C
    92	0	-0.1	3	0.0	6	-8	0	13
> Cn1c(-c2cccc([N+](=O)[O-])c2)cnc1NCc1ccc(C#N)cc1
    105	5	-0.1	3	-4.4	5	10	7	10
> Cc1cc2oc(=O)cc(CN3CCN(Cc4ccccc4)CC3)c2cc1O
    114	-1	0.5	-4	-1.9	-3	8	-5	3
> Cc1cc(C)n2c(SCC#N)nnc2n1
    103	-4	-0.2	5	0.4	0	-8	1	6
> O=C(Cc1nc2ccccc2[nH]1)c1cccc([N+](=O)[O-])c1
    94	12	0.1	-3	x	0	7	-3	-3
> Nc1ccccc1C(=O)NC1CCCNC1=O (configuration not stated)
    110	4	-0.1	-2	-0.5	2	-9	-5	0
> Cc1ccc(NC(=O)c2nccnc2C(=O)O)cc1C
    92	2	-0.2	1	0.1	6	18	-8	11
> C=COCCNC(=S)N1CCOCCOCCN(C(=S)NCCOC=C)CCOCCOCC1
    98	1	0.0	10	1.3	6	12	3	11
> Cc1ccc(NC(=O)CN2C(=O)NC(C)(C3CC3)C2=O)c(C)c1 (configuration not stated)
    109	x	0.2	3	x	-1	0	x	6
> Cc1ccc(S(=O)(=O)c2c(C)cc(C)nc2Cl)c(C)c1
    102	0	-0.1	3	-3.1	3	13	9	9
> CCOc1ccc2oc(C(=O)N3CCN(Cc4ccccc4)CC3)c(C)c2c1
    93	3	0.1	-2	0.4	-2	-2	-14	6
> O=C(NCc1ccc(F)cc1)C1CCCN1C(=O)Nc1ccc(F)cc1 (configuration not stated)
    89	-1	0.0	2	2.8	3	-1	-3	3
> CCCn1c(CCc2ccccc2)nnc1SCC(=O)N1CCOCC1
    108	-5	0.1	3	-1.1	5	-7	-9	-5
> CC1(C)CC(=O)/C(=C(\O)c2ccccc2)C(=NCCO)C1
    107	-1	0.0	-1	1.3	1	-12	-1	5
> CCCn1nc(C(=O)NNC(=O)c2cc(S(=O)(=O)NC)ccc2Br)c2ccccc2c1=O
    108	-4	0.1	2	-5.2	1	-1	0	2
> Cc1cccc(N(Cc2ccccc2)C(=O)c2ccc(S(C)(=O)=O)cc2)c1
    131	-4	-1.0	6	3.4	1	-6	-4	4
> CNc1ncnc(Sc2ccc(Cl)cc2)c1[N+](=O)[O-]
    98	5	-0.1	1	-0.7	6	-7	1	8
> CC(=O)OCC(OC(C)=O)C(OC(C)=O)C(OC(C)=O)C(=O)Nc1ccccc1 (configuration not stated)
    109	1	-0.1	-2	0.1	6	-4	-1	2
> NC(=O)[C@@H]1CCCN1C(=O)[C@@H](Cc1cnc[nH]1)NC(=O)[C@@H]1CCC(=O)N1
    83	x	-0.1	2	x	5	-3	x	-1
> CCOC(=O)C1(Cc2cccc(Cl)c2)CCCN(C(=O)c2cccc(C)n2)C1 (configuration not stated)
    103	0	0.0	-3	0.9	1	-1	7	3
> O=C(COC(=O)C1CC1)Nc1ccc2c(c1)OCO2
    98	2	-0.2	-5	3.0	4	2	7	-2
> CC(C)CC(=O)NC(=S)Nc1ccc(S(=O)(=O)Nc2nccs2)cc1
    95	7	-0.4	8	1.7	7	3	9	4
> COC(=O)c1ccc(NS(=O)(=O)c2cc3c4c(c2)CCN4C(=O)CC3)cc1
    95	-5	0.1	-8	-0.8	-3	6	-1	4
> CN(C)CCCN(C(=O)c1ccc(C(=O)c2ccccc2)cc1)c1nc2cc3c(cc2s1)OCCO3
    90	1	0.4	8	1.2	2	10	5	-3
> COC(=O)c1ccccc1NC(=O)CSc1nnc(-c2cccnc2)o1
    105	10	-0.1	0	0.3	3	1	5	-4
> CCN(CC)S(=O)(=O)c1ccc(Cl)c(NC(=O)COC(=O)c2c(C)noc2C)c1
    118	1	-0.4	-6	2.5	-3	3	-2	-2
> NC(=NCCc1ccccc1)NS(=O)(=O)c1ccccc1
    87	-3	-0.3	3	0.7	3	-3	4	4
> O=C(Nc1cccnc1Cl)c1cc(-c2ccc(O)cc2)on1
    107	-13	-0.1	0	1.8	2	22	3	5
> CCC(=O)c1ccc(OCC(O)CN2CCOCC2)cc1 (configuration not stated)
    110	4	0.1	4	-1.0	4	-3	-7	2
> CCOc1ccc(S(=O)(=O)NCCC(=O)N(CC)CC(=O)Nc2c(F)cccc2F)cc1
    94	0	0.0	2	-1.4	2	-3	-3	1
> CC(C)C(=O)O/N=C1\CCS(=O)(=O)c2sccc21
    80	2	0.0	4	-1.0	4	-21	-3	3
> Cc1c(C(=O)N2CCOCC2)c(S(=O)(=O)Nc2cccc(Br)c2)c(C)n1C
    149	1	0.1	4	-2.0	0	-2	-7	3
> O=C(c1ccccc1F)N1CCN(c2ccccc2)CC1
    91	0	-0.5	7	-1.2	4	-4	13	-2
> CCN(CC(=O)Nc1ccccc1C(F)(F)F)C(=O)CN1C(=O)NC2(CCCCC2)C1=O
    119	-6	-0.1	7	-2.5	0	8	-5	3
> CC(=O)c1ccc(NC(=O)c2noc(C)c2[N+](=O)[O-])cc1
    94	2	0.1	11	1.9	2	2	-8	-2
> COc1cccc(-c2cc(C(=O)N3CCN(C(=O)c4ccco4)CC3)[nH]n2)c1
    109	3	0.0	5	-1.6	4	-7	-5	-3
> COc1ccc(OCc2nnc(SCC(=O)N3CCOCC3)o2)cc1
    80	2	-0.1	-4	-1.6	-1	-8	7	2
> CN(CCO)C(=O)CCC(=O)Nc1ccc(S(N)(=O)=O)cc1
    135	1	0.1	3	1.5	-3	3	8	4
> CCn1c(CNC(=O)c2cccc(C)c2)nnc1SCC(=O)NC1CCCC1
    100	5	0.2	2	-0.3	2	4	-15	-2
> CCc1ccc2c(c1)c1nnc(NN)nc1n2C
    106	0	0.0	3	-1.8	10	-4	-1	-4
> COc1ccccc1NC(=O)C(C)OC(=O)Cc1n[nH]c(=O)c2ccccc12 (configuration not stated)
    87	1	-0.1	-6	0.3	2	4	4	3
> O=C(OCC(=O)c1ccc(Cl)s1)c1ccc(CO)cc1
    104	0	0.2	-11	0.0	-3	-1	-11	-4
> Cc1ccc(-c2noc(CSc3nnc(-c4cccs4)n3C)n2)cc1
    98	0	0.0	-3	-0.9	-6	15	0	0
> CCCCn1c(SCC(=O)NC2CC2)nc2ccccc2c1=O
    92	-4	0.0	7	2.4	2	2	4	4
> Cc1ccc2nc(SCc3nc4ccccc4c(=O)[nH]3)[nH]c2c1
    100	0	0.1	-4	-0.9	-9	2	-21	-8
> CCOC(=O)/C(C#N)=C1/C=CN(C)C(C)=N1
    92	3	-0.1	3	0.2	2	-3	4	-4
> Cn1c(N)c(C(=O)COC(=O)C2(c3cccc(F)c3)CCCC2)c(=O)n(C)c1=O
    100	2	0.1	-7	2.0	4	-9	-12	2
> Cc1nn(-c2ccc(F)cc2)c(Cl)c1/C=C/C(=O)N1CCNC(=O)C1
    80	3	-0.1	-3	4.9	1	-16	2	-3
> O=C(COc1ccc2ccc(=O)oc2c1)OCc1ccccc1
    82	-1	-0.1	-7	2.3	3	-19	7	8
> O=C(O)c1nn(CC(=O)N2CCN(c3ncc(C(F)(F)F)cc3Cl)CC2)c(=O)c2ccccc12
    111	-4	0.2	-1	0.4	2	-15	-17	13

Continued:
Screens in order – Yeast superoxide	Fam108B counter	Efflux pump mplx	MCL1 BIM primary	MEX-5 binding	Bcl-xL primary	ZTA DNA inh	EBNA-1 inhibitor	GLD-1 TGE inh
> CC(=O)c1ccc(S(=O)(=O)NC2CC(=O)N(c3ccc(Cl)cc3)C2)cc1 (configuration not stated)
    92	2	-0.1	-3	0.8	-1	-4	5	-4
> FC(F)(F)c1cccc(Cc2noc(CN3CCCCC3c3ccccn3)n2)c1 (configuration not stated)
    85	-1	0.0	3	-1.8	3	2	-2	2
> COc1ccc(NC(=O)CCc2nc(-c3ccc(C)cc3)no2)cc1Cl
    96	-3	-0.1	3	0.0	4	-14	3	4
> Cc1ccc2[nH]c(-c3ccccc3)c(CN3CCOCC3)c(=O)c2c1
    101	-7	0.2	-5	0.3	0	-10	0	-8
> COC(=O)c1c(C)nsc1NC(=O)Oc1ccccc1
    82	8	0.1	-3	1.3	2	-13	-11	9
> CCNC(=S)N(CCc1c(C)[nH]c2ccc(C)cc12)Cc1cccnc1
    99	2	0.6	9	-2.0	2	-1	7	11
> CCOC(=O)C1C(=O)OC2(CCCC2)C1C(=O)OCC (configuration not stated)
    102	-5	-0.2	4	x	5	5	-1	3
> CCCCn1c(N)c(-c2nc3ccccc3s2)c2c([N+](=O)[O-])nn(CC)c(=O)c21
    112	3	0.0	-3	0.3	-3	-1	-4	0
> CC(/C=C/c1ccco1)=N\NC(=O)c1cc(C)[nH]n1
    76	8	-0.2	18	-3.6	17	-15	-7	4
> COc1ccc(NC(=O)C23CC4CC(C2)CC(c2ccc(C)cc2)(C4)C3)cc1
    114	-10	0.0	-7	1.1	8	-13	-1	4
> Cc1cc(C)cc(N/C(N)=N/c2nc(C)cc(C)n2)c1
    94	-11	0.1	4	2.2	3	-15	-14	-2
> CN(Cc1ccon1)Cc1cn(C)nc1-c1ccc2c(c1)OCCO2
    97	1	0.1	1	1.6	7	-11	-5	0
> Cc1ccnc(N2CCCC(C(=O)Nc3cccc(C)c3C)C2)n1 (configuration not stated)
    100	2	-0.1	2	-2.4	5	6	9	3
> CC(C)C(=O)Nc1nnc(SCc2cccc(F)c2)s1
    89	-4	0.1	1	1.6	-3	7	0	5

Compounds were not picked by outcome. About 2.3% of those tested had a hit in this group.
